DNMT1 block: human DNMT1 methyltransferase inhibitors, primary screen, biochemical, molecular beacon, fluorescence, HinP1I cleavage, uHTS; DNA (cytosine-5)-methyltransferase 1 (Homo sapiens), P26358; inhibition (reported as % activation of signal), % at 10 µM; 360,000 tested, 0.83% active; AID 588458, 2011; in the data active = inhibition above about 50%
LMPTP block: LMPTP phosphatase inhibitors, primary screen, biochemical, fluorescence intensity, uHTS | Low molecular weight phosphotyrosine protein phosphatase (Homo sapiens), P24666 | recombinant LMPTP-A, OMFP fluorogenic substrate | inhibition, % at 20 µM | 360,000 tested, 0.22% active;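 active = compounds that cut the enzyme signal by at least half of the control window in the single-dose screen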;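 note: plate controls were DMSO wells with enzyme plus substrate for no effect and substrate without enzyme for full effect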
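Test system – LMPTP-A enzyme · Amount – LMPTP-A at 0.625 nM final in the reaction · Buffer or medium – Bis-Tris pH 6.0, DTT, detergent · Reagent – OMFP 400 µM · Doses – single 20 µM dose · Schedule – reaction 50 min, room temperature, dark · Detection – fluorescence intensity of OMFP turnover product · Evaluation – percent inhibition versus substrate-only and uninhibited controls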
NadD inh: inhibitors of S. aureus NadD, primary screen, biochemical, colorimetric, uHTS. 360,000 tested, 0.78% active. inhibition, % at 20 µM. purified NadD enzyme, colorimetric absorbance read-out. AID 602399, 2012; in the data active = inhibition above about 26%; note: some compounds past the cut are filed as inactive
Neddylation inh: inhibitors of cullin neddylation, primary screen, biochemical, TR-FRET, uHTS, NAE and Ubc12. NEDD8-conjugating enzyme Ubc12 (Homo sapiens) + NEDD8-activating enzyme E1 regulatory …. calls only at 25 µM. 360,000 tested, 0.58% active; in the data active = inhibition above about 36%
Target sequence (P61081 whole entry, looked up): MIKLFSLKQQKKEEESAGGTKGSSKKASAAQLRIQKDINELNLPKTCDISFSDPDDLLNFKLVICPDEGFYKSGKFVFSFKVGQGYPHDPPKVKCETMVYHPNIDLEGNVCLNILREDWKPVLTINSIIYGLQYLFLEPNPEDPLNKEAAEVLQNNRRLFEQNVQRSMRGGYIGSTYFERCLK
Target sequence (Q13564 whole entry, looked up): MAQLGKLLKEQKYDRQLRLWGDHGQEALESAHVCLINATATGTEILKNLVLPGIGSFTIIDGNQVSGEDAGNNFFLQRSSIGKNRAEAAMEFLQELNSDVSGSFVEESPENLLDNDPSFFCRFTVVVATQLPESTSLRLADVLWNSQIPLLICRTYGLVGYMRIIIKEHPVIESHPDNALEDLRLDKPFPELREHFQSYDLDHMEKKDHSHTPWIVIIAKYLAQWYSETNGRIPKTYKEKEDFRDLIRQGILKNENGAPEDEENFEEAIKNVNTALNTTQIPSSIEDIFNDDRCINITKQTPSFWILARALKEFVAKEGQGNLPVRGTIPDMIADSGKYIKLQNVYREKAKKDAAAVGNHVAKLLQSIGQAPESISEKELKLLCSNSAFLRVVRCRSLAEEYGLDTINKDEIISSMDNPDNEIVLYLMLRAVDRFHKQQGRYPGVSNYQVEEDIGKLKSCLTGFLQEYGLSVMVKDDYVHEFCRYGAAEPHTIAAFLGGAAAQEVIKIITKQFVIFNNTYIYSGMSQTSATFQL
Rpn11 inh: Rpn11 (PSMD14) deubiquitinase inhibitors, primary screen, biochemical, fluorescence polarization, uHTS; AID 588493, 2011; calls only at 20 µM; human 26S proteasome, Ub4-pepOG fluorescence polarization; 20S core pre-blocked with epoxomicin; 360,000 tested, 0.59% active;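 active = inhibition at 20 µM, scaled to each plate's controls, above about 33%, limit read from the data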
SUMO1 PPI mod: modulators of SUMO1 protein-protein interactions, primary screen, biochemical, uHTS; Small ubiquitin-related modifier 1 (Homo sapiens), P63165; SUMO1 binding to a labelled peptide, TR-FRET, 1 h; inhibition, % at 20 µM; 360,000 tested, 0.33% active; in the data active = inhibition above about 37%
Rin1 Abl inh: inhibitors of Rin1-Abl protein binding, primary screen, biochemical, TR-FRET. 360,000 tested, 0.4% active. inhibition, % at 7.35 µM. Tyrosine-protein kinase ABL1 (Homo sapiens) + Ras and Rab interactor 1 (Homo sapiens), …; in the data active = inhibition above about 5%, passing the limit was not always enough
STEP block: STEP phosphatase inhibitors, primary screen, biochemical, fluorescence intensity, uHTS; Tyrosine-protein phosphatase non-receptor type 5 (Homo sapiens), P54829; recombinant STEP, OMFP fluorogenic substrate; inhibition, % at 20 µM; 360,000 tested, 0.25% active; AID 588621, 2011;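 active = inhibition at 20 µM, scaled per plate between control wells, above about 37%, limit read from the data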;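 note: 0% = DMSO with enzyme and substrate and 100% = substrate only without enzyme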
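Material: STEP (striatal-enriched tyrosine phosphatase) enzyme, cell-free | Medium: 50 mM Bis-Tris pH 6.0 with 2.5 mM DTT and 0.005% Tween 20 | Read-out: Percent inhibition scaled to no-enzyme and uninhibited-enzyme controls, plate-pattern corrected | Signal: Fluorescence read at 480 nm ex / 540 nm em | Times: 20 min reaction, room temperature, in the dark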
CSN inh: inhibitors of CSN-mediated cullin deneddylation, primary screen, biochemical, fluorescence polarization, uHTS; COP9 signalosome complex subunit 5 (Homo sapiens), Q92905; 360,000 tested, 0.38% active; inhibition, % at 12.5 µM; Purified CSN, SCF-Nedd8-OG deneddylation; AID 651999, 2013;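 active = pattern-corrected inhibition above about 35%, with an unprinted fluorescence ratio check between 0.5 and 1.5, limit read from the data, passing the limit was not always enough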;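 note: 0% = enzyme with substrate and 100% = substrate without enzyme; some results filed as inactive read as strong as hits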
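Assay system: Purified human Csn5 enzyme expressed in HEK293T cells | Amount: Enzyme 0.24 nM | Measured by: Fluorescence polarization readout | Medium: Tris/NaCl/DTT buffer, pH 7.5 | Compound dosing: One concentration, 12.5 µM, 0.25% DMSO | Times: 90 min incubation of compound, enzyme and substrate at room temperature | Control set: no-enzyme wells high, enzyme-with-substrate wells low | Read-out: % inhibition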
Scp1 inh: Scp-1 phosphatase inhibitors, primary screen, biochemical, colorimetric, uHTS. Carboxy-terminal domain RNA polymerase II polypeptide A small phosphatase 1 (Homo …. 340,000 tested, 0.88% active. AID 493091, 2011. inhibition, % at 20 µM. Recombinant Scp1, phosphopeptide, malachite green phosphate absorbance;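 active = inhibition above about 50% at 20 µM, limit read from the data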;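 note: plate controls were DMSO wells with enzyme for no effect and wells lacking enzyme for full effect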
Target sequence (Q9GZU7 76-261 limits assumed): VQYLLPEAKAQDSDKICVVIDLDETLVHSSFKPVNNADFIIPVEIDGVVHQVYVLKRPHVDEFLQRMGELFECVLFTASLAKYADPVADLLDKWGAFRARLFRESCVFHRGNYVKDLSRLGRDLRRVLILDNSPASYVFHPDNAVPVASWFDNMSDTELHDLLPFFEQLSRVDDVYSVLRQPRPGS
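Times: enzyme reaction 45 min at room temperature, colour 5 min, stabilisation 30 min. Material: SCP-1 catalytic fragment, aa 76-261. Medium: Acidic Tris acetate buffer with magnesium and detergent. Signal: colorimetric free-phosphate detection, absorbance 630 nm. Read-out basis: % inhibition of SCP-1 phosphate liberation. Reagent: Phosphorylated 17-residue peptide substrate.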
* hit, by the source's call; i = inactive; x = no result given; + = active, no number.

molecule,SUMO1 PPI mod,LMPTP block,DNMT1 block,CSN inh,Neddylation inh,NadD inh,Rpn11 inh,Rin1 Abl inh,Scp1 inh,STEP block
O=C(Cn1[nH]c(=O)c2ccccc2c1=O)OCC(=O)c1ccc(Br)cc1,0,1.5,-4,-1,i,-7,i,4,-1,1
CCOc1nc(-c2ccccc2Cl)ccc1C#N,-3,2.4,5,-3,i,-5,i,-5,-13,6
CCCCNC(=O)c1cc(C)no1,0,-0.6,0,5,i,0,i,-2,1,1
Cc1onc(-c2ccccc2)c1C(=O)N1CCN(c2ncccn2)CC1,1,0.3,1,-2,i,-7,i,3,-1,-3
Cc1ccccc1S(=O)(=O)NNC(=O)C(=O)NNc1ccccn1,0,-1.4,0,1,i,5,i,1,-21,4
CCOC(=O)CNC(=O)CSc1nnc(-c2c[nH]c3ccccc23)n1CC,0,-2.4,2,5,i,-3,i,-2,-4,8
O=C(COC(=O)CC12CC3CC(CC(C3)C1)C2)Nc1ncc(Cl)cc1Cl,2,0.8,8,1,i,-1,i,-3,2,1
Cc1cc(C)n2nc(CCc3ccccc3)nc2n1,4,-1.4,-1,-1,i,7,i,0,0,0
O=C(NC1CCCCC1)C(c1ccccc1)N(C(=O)c1csnn1)C1CC1 (centres undefined),5,-0.7,0,2,i,1,i,1,-5,3
CN(Cc1cnccn1)C(=O)CC1C(=O)NCCN1Cc1cccc(F)c1 (centres undefined),-3,-1.8,-5,3,i,3,i,1,-4,1
Cc1ccc(S(=O)(=O)Nc2ccc3c(c2)C(=O)N([C@H](C)CO)C[C@H](C)[C@@H](CN(C)C(=O)NC2CCCCC2)OCCCC[C@@H](C)O3)cc1,3,-0.7,-4,4,i,13,i,-1,x,4
CC1(C)CC(=O)C2=C(C1)Oc1nc3ccccc3cc1C2C(C#N)C#N (centres undefined),-3,-1.0,-2,5,i,3,i,0,-10,-4
CC(C)(C)NC(=O)NC(=O)COC(=O)CNC(=O)c1cc(Cl)cc([N+](=O)[O-])c1,-16,0.2,0,3,i,-2,i,0,2,0
O=C(N/N=C/c1cc2c(cc1[N+](=O)[O-])OCO2)c1cccnc1,-29,0.5,3,2,i,-3,i,-11,7,1
NC(=S)Nc1ccc(Cl)cc1Cl,0,0.2,1,-1,i,4,i,0,-9,2
CN1C(C)(C)CC(=NO)CC1(C)C,-1,0.6,3,4,i,0,i,2,-2,-5
O=C(Nc1nc2ccc(F)cc2s1)Oc1ccccc1,3,-0.1,10,-2,i,7,i,2,-3,0
O=C(NCCCNC(=O)c1ccc(-c2cc(Cl)ccc2Cl)o1)c1cnccn1,-5,-1.0,-2,-2,i,2,i,-6,-5,0
COc1ccc2c(c1)cc(C(=O)N/N=C/c1c(O)c(C(=O)O)cc3ccccc13)n2C,3,38,-7,18,i,9,x,-3,-1,3
O=C(Cc1ccc(-c2ccccc2)cc1)NNC(=S)NCc1ccco1,-4,-0.5,-4,0,i,-3,i,9,-3,2
c1ccc(CC2CCN(C3=Nc4cccc5cccc3c45)CC2)cc1,-20,43,-6,5,i,-2,+,-8,11,2
O=C(CCN1CCCCO1)N1CCCC(Nc2ccc(F)c(F)c2)C1 (centres undefined),1,-0.7,0,1,i,-4,i,-3,-9,-2
Cc1ccc(CNS(=O)(=O)NCc2cccs2)cc1,-3,0.4,-2,5,i,3,i,0,-6,-1
Cc1ccc(NC(=O)COc2ccc(CCO)cc2-n2nc3ccccc3n2)cc1C,2,1.2,-20,3,i,-11,i,0,-10,1
Cc1c(C(=O)Nc2ccc(OC(F)(F)F)cc2)sc2nc3n(c(=O)c12)CCC3,12,1.3,-1,-2,i,-4,i,4,-10,-3
CN(C)c1ccc(CNn2cnnc2SCc2ccccc2F)cc1,-3,-0.1,-5,-3,i,6,i,1,-2,0
CCCCN(C(=O)c1cccc(S(=O)(=O)N2CCN(Cc3ccccc3)CC2)c1)c1ccccc1,7,6.6,5,2,i,1,i,2,11,10
Cc1ccc(C)n1-c1ccc(C(=O)N2CCOCC2)cc1,-6,0.7,-14,1,i,0,i,2,6,2
COc1ccnc2c1c(=O)n(Cc1ccc(F)cc1)c(=O)n2C,0,-0.5,0,3,i,4,i,0,1,2
O=C(Nc1cc(C(F)(F)F)ccc1Cl)c1cccnc1,4,-1.7,2,1,i,-3,i,-1,3,3
Cc1ccc(C(C)NC(=O)C2CCCC2)c(C)c1 (centres undefined),5,-1.4,9,-4,i,3,i,5,-8,0
Cc1ccc(C(=O)N/N=C\c2cc(Br)c(Br)o2)cn1,-2,3.8,48,-46,i,-4,i,-2,28,5
CCOC(=O)c1ccc(Nc2ncnc3nc[nH]c23)cc1,-2,-0.8,0,4,i,-2,i,1,-2,2
Cc1ccn2c(C(=O)NN=C3CCN(C)CC3)c(C)nc2c1,-3,-1.7,-2,-4,i,-1,i,-3,-2,-1
Cc1ccc(NC(=O)Nn2cnnc2)c(C)c1,2,-0.7,2,1,i,-2,i,5,4,-2
CCOC(=O)c1cc(C)n(-c2ccccc2)c1C,-2,3.8,-2,-1,i,-11,i,-2,-3,8
CC1CCCCN1C(=O)COC(=O)c1ccc(=O)n(Cc2ccccc2)n1 (centres undefined),-10,-0.6,3,1,i,4,i,1,-5,-2
CCOC(=O)N1CCC(NC(=O)CCN2C(=O)C3C4C=CC(C4)C3C2=O)CC1 (centres undefined),-1,-1.3,-2,0,i,-9,i,0,8,1
CC(C)Cc1ccc(CN2CCCC(NC(=O)CCn3cnnn3)C2)cc1 (centres undefined),-2,0.5,-2,-3,i,-3,i,1,3,-2
COc1ccc(OC)c(N=C(N)N=C(N)N)c1,1,-0.3,4,-10,i,-6,i,4,3,2

A section taken from the entries so far, for reference:
molecule,SUMO1 PPI mod,LMPTP block,DNMT1 block,CSN inh,Neddylation inh,NadD inh,Rpn11 inh,Rin1 Abl inh,Scp1 inh,STEP block
CCOC(=O)c1cc(C)n(-c2ccccc2)c1C,-2,3.8,-2,-1,i,-11,i,-2,-3,8
CC1CCCCN1C(=O)COC(=O)c1ccc(=O)n(Cc2ccccc2)n1 (centres undefined),-10,-0.6,3,1,i,4,i,1,-5,-2
CCOC(=O)N1CCC(NC(=O)CCN2C(=O)C3C4C=CC(C4)C3C2=O)CC1 (centres undefined),-1,-1.3,-2,0,i,-9,i,0,8,1
CC(C)Cc1ccc(CN2CCCC(NC(=O)CCn3cnnn3)C2)cc1 (centres undefined),-2,0.5,-2,-3,i,-3,i,1,3,-2
COc1ccc(OC)c(N=C(N)N=C(N)N)c1,1,-0.3,4,-10,i,-6,i,4,3,2

Returning to the listing, starting 2 compounds before the break.
molecule,SUMO1 PPI mod,LMPTP block,DNMT1 block,CSN inh,Neddylation inh,NadD inh,Rpn11 inh,Rin1 Abl inh,Scp1 inh,STEP block
CC(C)Cc1ccc(CN2CCCC(NC(=O)CCn3cnnn3)C2)cc1 (centres undefined),-2,0.5,-2,-3,i,-3,i,1,3,-2
COc1ccc(OC)c(N=C(N)N=C(N)N)c1,1,-0.3,4,-10,i,-6,i,4,3,2
NC(=O)[C@@H]1CC2(CC(c3cccc(NC(=O)[C@H]4CCC(=O)N4)c3)=NO2)CN1C(=O)c1ccc(Cl)cc1 (some centres undefined),2,-0.9,7,-3,i,4,i,0,-3,-1
Cn1nnnc1SCC(=O)N1c2ccccc2Sc2ccc(Cl)cc21,3,0.3,-3,-1,i,-7,i,1,-17,0
O=C(N1CCOCC1)N1CCN(c2ccc(F)cc2)CC1,0,0.5,2,1,i,3,i,4,-5,-2
CC1CC(C)CN(C(=O)c2cccc(NC(=O)CC3SC(N4CCCCC4)=NC3=O)c2)C1 (centres undefined),4,-0.6,-1,3,i,6,i,2,1,-2
O=C1C2C3C=CC(C3)C2C(=O)N1c1cccc2cccnc12 (centres undefined),3,-2.3,0,0,i,4,i,-1,-3,-2
CC(NCC(=O)NCCc1ccc(S(N)(=O)=O)cc1)c1ccc(F)cc1 (centres undefined),-1,-1.6,1,-1,i,-6,i,1,0,0
COc1ccc(/C=N/Nc2nc3ccccc3o2)cc1OC,-2,0.7,-1,8,i,8,i,-1,0,2
CNS(=O)(=O)c1cccc(C(=O)NCC(c2cccs2)N2CCOCC2)c1 (centres undefined),0,-2.1,0,1,i,-5,i,-1,-5,-1

Rows were taken by chance; about 3.8% have a hit in one of these screens.
